Screening data as filed in PubChem BioAssay.
S-ASM inh – human S-ASM enzyme inhibition; P17405; placental ASM, HMU-PC fluorogenic substrate, 60 min; Potency, µM (titrated, usually from 57.5 µM), inactives show at the top dose activity change, negative = inhibition, usual class: inhibitors; hit rate 0.006% among 340,000; also: potency is read from the fitted curve at half-maximal effect
Target sequence (P17405 47-631 limits assumed): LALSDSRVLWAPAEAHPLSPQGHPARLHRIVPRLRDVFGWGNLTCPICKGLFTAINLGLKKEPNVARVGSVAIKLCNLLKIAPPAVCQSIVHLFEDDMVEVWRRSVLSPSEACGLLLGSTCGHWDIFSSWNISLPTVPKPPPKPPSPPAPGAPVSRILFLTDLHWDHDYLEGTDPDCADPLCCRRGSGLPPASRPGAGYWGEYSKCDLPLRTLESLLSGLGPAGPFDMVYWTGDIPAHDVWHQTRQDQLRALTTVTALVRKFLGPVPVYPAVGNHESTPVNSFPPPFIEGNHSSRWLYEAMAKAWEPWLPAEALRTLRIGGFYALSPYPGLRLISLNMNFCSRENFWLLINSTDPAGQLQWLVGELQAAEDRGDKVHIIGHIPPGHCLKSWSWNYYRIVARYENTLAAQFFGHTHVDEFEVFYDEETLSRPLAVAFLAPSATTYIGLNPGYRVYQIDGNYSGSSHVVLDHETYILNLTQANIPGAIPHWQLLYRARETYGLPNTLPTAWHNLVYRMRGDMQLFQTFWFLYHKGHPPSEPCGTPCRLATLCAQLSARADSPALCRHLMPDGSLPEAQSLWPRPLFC
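Human placenta-derived ASM preincubated with compound 10 min at room temperature, then reacted with 9 uM (final) fluorogenic HMU-PC substrate for 60 min at 37 C. Stop solution raises pH to 10; fluorescence read at Ex 386/Em 447 nm.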
Mito fusion yeast – inhibitors of mitochondrial division or activators of mitochondrial fusion; S. cerevisiae fusion-defective mutant growth rescue, CellTiterGlo 48 h; Potency, µM (titrated, usually from 46.1 µM), inactives show top-dose growth rescue (activation), most hits filed as activators; hit rate 0.23% among 320,000;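 also: potency is read from the fitted curve at half-maximal effect; % of control where 0% means no effect; nearly all actives have a fitted effect of over 45% in size; temperature-sensitive fusion mutants such as fzo1-1 at 37 °C on non-fermentable ethanol glycerol medium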
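Compounds are tested for their ability to restore growth of mitochondrial fusion-defective yeast strains at non-permissive 37C in YPEG medium over 48 hours. Viability is quantified by luciferase luminescence.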
TSHR antag – human thyrotropin receptor antagonism; TSHR-expressing cells, TSH-stimulated cAMP HTRF, 2 h; active compounds read low; activity change, negative = inhibition, % at 11.5 µM; AID 504810; P16473; hit rate 0.2% among 330,000;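 active = activity change below a set negative limit, meaning inhibition stronger than a set level, cut at about -70% in these data; inconclusive = activity change between two set negative limits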; also: % is scaled to controls: 0 for no effect and ±100 for the full control effect
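Read-out is FRET at 665 nm (cryptate excitation 337 nm) from a cryptate-tagged anti-cAMP antibody, competed by cell cAMP against cAMP-d2. Compounds are tested on freshly harvested TSHR cells challenged with 4nM TSH (EC80) for 2 hours at 37 deg C.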
Eya2 inh – inhibitors of human Eya2 phosphatase activity; hit rate 0.006% among 330,000; Potency, µM (top dose mostly 76.9 µM), without a hit: top-dose activity, negative = inhibition, usual class: inhibitors; O00167; recombinant Eya2, OMFP fluorescence dephosphorylation (OMFP is methylfluorescein phosphate); AID 488837; also: potency is read from the fitted curve at half-maximal effect; % is scaled to controls: 0 for no effect and ±100 for the full control effect
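Eya2 (0.2 uM) preincubated 10 min at ambient with compound, then OMFP substrate added at 50 uM; 10 min reaction in 50 mM HEPES pH 7.5, 50 mM NaCl, 5 uM MgCl2, 0.05% BSA, 1 mM DTT. Fluorescence read at Ex 485/Em 525 nm.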
TCR act – activators of T cell receptors. primary human leukocytes, anti-CD3, IL-2 HTRF, 48 h. 330,000 tested, under 10 active. Potency, µM (titrated, usually from 9.22 µM), for inactives: top-dose activation of IL-2 secretion, most hits filed as activators; also: % of control where 0% means no effect
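IL-2 produced over 48 hr by a-CD3 bead-stimulated primary human leukocytes exposed to compounds was detected with a homogeneous time-resolved FRET immunoassay, 665nm acceptor signal after 320nm excitation.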
ELG1 repair inh – blocks ELG1-dependent DNA repair in HEK293T cells | HEK293T ELG1-luciferase reporter, luminescence, 16 h; DNA damage induced by 5-fluorouridine | AID 504467 | hit rate 2.3% among 330,000 | Potency, µM (series often up to 46.1 µM), without a hit: top-dose activity change, negative = inhibition, most hits filed as inhibitors; also: potency is read from the fitted curve at half-maximal effect; % is scaled to controls: 0 for no effect and ±100 for the full control effect; nearly all actives have a fitted effect of over 55% in size
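5-Fluorouridine DNA damage + compound/DMSO, 2,000 cells/well, 16 h, 37 °C/5% CO2. ONE-Glo, 30 min RT, luminescence. Readout = decrease in reporter signal.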
Integrin act MD – activates integrin-mediated alleviation for muscular dystrophy; Potency, µM (titrated, usually from 38.3 µM), for the others: at the highest dose activation, most hits filed as activators; alpha7betagal myoblasts, beta-gal FDG fluorescence, 48 h; AID 624291; hit rate 0.064% among 350,000;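 also: potency is read from the fitted curve at half-maximal effect; 100% = response of the positive control SU9516; nearly all actives have a fitted effect of over 60% in size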
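alpha7betagal+/- myoblasts (passage 13, 250/well) treated 48 h at 37C with compounds at 1:260 dilution of DMSO stock. Lysed, then beta-galactosidase activity read as FDG fluorescence (ex 480/em 540) after 30 min, with pre-read for autofluorescence.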
TSG101-PTAP inh – blocks PTAP/TSG101 interaction to inhibit HIV-1 budding; Potency, µM (series often up to 115 µM), without a hit: at the top dose activity change, negative = inhibition, hits mostly inhibitors; 340,000 tested, under 10 active; Q99816; Fluorescence polarization, FITC-PTAP peptide / Tsg101 binding; active = well fitted inhibition curve with a large enough effect in the main read-out, with a control signal flat, not every such curve was filed as active; inconclusive = small, poorly fitted or top-dose-only effect, or effect the other way, or a change in a side signal; inactive = no such curve, though single readings can be large or run the other way; also: potency is read from the fitted curve at half-maximal effect; % of control where 0% means no effect
Target sequence (Q99816 whole entry, looked up): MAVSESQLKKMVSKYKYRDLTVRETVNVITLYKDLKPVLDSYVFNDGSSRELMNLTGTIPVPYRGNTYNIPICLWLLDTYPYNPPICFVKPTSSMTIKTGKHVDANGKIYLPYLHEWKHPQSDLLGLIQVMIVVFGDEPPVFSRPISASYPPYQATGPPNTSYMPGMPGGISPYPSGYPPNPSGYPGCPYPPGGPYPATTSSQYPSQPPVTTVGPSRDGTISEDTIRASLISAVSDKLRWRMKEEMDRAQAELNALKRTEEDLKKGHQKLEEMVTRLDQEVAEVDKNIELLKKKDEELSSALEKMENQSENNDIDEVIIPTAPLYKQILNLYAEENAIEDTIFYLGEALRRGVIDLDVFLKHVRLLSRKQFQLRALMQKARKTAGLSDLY
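Fluorescence polarization binding of Tsg101 binding domain (10 uM final) to FITC-labeled PTAP peptide (50 nM final) in HEPES pH 7.5 buffer with NaCl, Tween 20, EDTA, TCEP. Compounds added before peptide; binding 20 min at RT.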
A-T KAP1 phos – potential ataxia-telangiectasia treatment; Potency, µM (series often up to 57.5 µM), without a hit: at the top dose activation, hits mostly activators; […] A-T fibroblasts, KAP-1 phosphorylation AlphaLISA; neocarzinostatin DNA damage 30 min before lysis; hit rate 0.19% among 320,000; also: potency is read from the fitted curve at half-maximal effect; % of control where 0% means no effect; nearly all actives have a fitted effect of over 45% in size
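hTERT-immortalized A-T patient fibroblasts ([…]), 500 cells/well in OPTI-MEM, 1% FBS, got compounds for 60 min, then NCS for 30 min at 37C. Lysates were then assayed for phospho-KAP-1 by AlphaLISA (anti-pKAP1 donor, anti-KAP1 acceptor beads), 6 hr at 25C.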
Chronic BCR inh – blocks chronic active B-cell receptor signaling | ABC-DLBCL IkBa-CBG/CBR reporter, luminescence ratio, 4 h | hit rate 0.05% among 340,000 | Potency, µM (highest dose often 46.1 µM), for the others: top-dose ratio change, negative = lower green/red ratio, hits mostly inhibitors; active = well fitted inhibition curve with a large enough effect in the signal ratio, with a control signal flat, not every such curve was filed as active; inconclusive = small, poorly fitted or top-dose-only effect, or effect the other way, or a change in a side signal; the % refers to the signal ratio;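 also: potency is read from the fitted curve at half-maximal effect; plate controls were basal doxycycline-induced cells for no effect and cells given 10 µM MG132 for full effect; MG132 reads +100%, hits lower the ratio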
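Concentration-response series (up to 46 uM) were applied to TMD8 dual-reporter cells for 4 h at 37C with doxycycline. Green/red ratio, after filter-overlap correction, defined %Activity; red signal alone was normalised to basal cells and zero luminescence.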
Tb PFK block – inhibitors of T. brucei phosphofructokinase; AID 485367; Potency, µM (series often up to 57.5 µM), without a hit: at the highest dose activity, negative = inhibition, most hits filed as inhibitors; T. brucei PFK, ADP-Glo luminescence; hit rate 0.17% among 330,000; O15648;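 also: potency is read from the fitted curve at half-maximal effect; 0% = uninhibited 1x PFK enzyme wells and -100% = no-enzyme wells; nearly all actives have a fitted effect of over 60% in size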
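ADP-Glo luminescence quantified ADP after 45 min at room temperature, with 1.25 nM T. brucei PFK, 0.1 mM ATP and 0.5 mM fructose-6-phosphate in pH 8.0 TEA buffer. qHTS titrations up to 57 µM; curves classified by quality.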
The depositor's hits bear a star; ? = inconclusive; . = not tested or not shown; [ ] = remark or other dose. Unless noted, calls follow the shape of the dose curve; as a rule, active = well fitted curve in the direction sought with a large enough effect; inconclusive = small, poorly fitted or top-dose-only effect, or another doubt; inactive = no such curve, though single readings can be large; an effect the other way counts as inactive or inconclusive.

1: COCCNC(=O)CN1C(=O)NC2(CCCCCC2)C1=O
2: Cc1cccc(-n2ncc3c2CCCC3NC(=O)CN2CCOC2=O)c1C (stereo not drawn)
3: CCOc1cc2c(cc1C(C)(C)C)NC(=O)CS2
4: N#Cc1c(-c2ccc(Cl)cc2Cl)nc2n(c1=O)CCS2
5: C=CCOc1c2ccc(C(=O)NCc3ccc(OC)cc3)cc2nn1C
6: CCOC(=O)c1sc(N(C)C(C)=O)nc1C
7: C/C(=N\NC(N)=S)c1cccnc1
8: COC(=O)CN1C(=O)[C@H]2[C@@H](c3ccc(C)o3)N3C(=O)CN(CC4CC4)C(=O)[C@@]3(Cc3ccccc3)[C@H]2C1=O
9: COc1ccc(OC)c(C(=O)c2coc3ccc(O)c(CN4CCOCC4)c23)c1
10: Cn1c(COc2ccccc2)nnc1SCc1cc(=O)[nH]c2ccccc12

Screen / compound no.,1,2,3,4,5,6,7,8,9,10
S-ASM inh,4%,1%,1%,5%,61%[activator],-1%,2%,-5%,0%,1%
Mito fusion yeast,1%,-5%,21%,3%,2%,-3%,-1%,1%,-7%,9%
TSHR antag,0,-9,-9,4,-13,-13,1,27,3,33
Eya2 inh,4%,2%,1%,27%,-11%,-4%,-28%,16%,-25%,17%
TCR act,-1%,-1%,-5%,-1%,-10%,-3%,-4%,-7%,-1%,-6%
ELG1 repair inh,7%,7%,-1%,0%,-5%,25%,-1%,24%,-26%,?
Integrin act MD,-7%,-25%,-7%,-3%,2%,11%,27%,7%,-16%,31%
TSG101-PTAP inh,-3%,-3%,-11%,4%,1%,-4%,-3%,2%,-5%,-2%
A-T KAP1 phos,-1%,-8%,8%,.,21%,7%,3%,0%,-5%,10%
Chronic BCR inh,8%,0%,4%,17%,?,5%,2%,0%,-19%,-11%
Tb PFK block,0%,0%,0%,0%,-1%,-5%,-3%,2%,1%,7%

11: O=C(COc1ccc(F)cc1)N(Cc1ccc(Cl)cc1)C1CCS(=O)(=O)C1 (stereo not drawn)
12: C/C(CC(=O)NCc1ccco1)=N\NC(=O)c1ccc(Cl)cc1Cl
13: C/C(=N\NC(=O)c1ccc(=O)[nH]n1)c1cccnc1
14: COCCCNC(=O)c1ccc(Cn2c(=O)c3ccccc3n(CC(=O)NCCc3ccc(OC)c(OC)c3)c2=O)cc1
15: C=CCN1C(=O)C2(OCCO2)c2cc(C)ccc21
16: Cc1ccc(NC(=O)c2cccc(S(C)(=O)=O)c2)cc1
17: CCN(CC)C(=O)CN(C#N)c1nc(OC)nc(N(C)C)n1
18: COc1cc2[nH]c(=O)n(CCC(=O)N3CCc4ccccc4C3)c(=O)c2cc1OC
19: CCN(CC)c1ccc(NC(=O)c2cccc(F)c2)c(C)c1
20: COC(=O)C1=C(C)N=C2SC(C#N)=C(N)N2C1c1ccc(OCc2ccccc2)cc1 (stereo not drawn)

Screen / compound no.,11,12,13,14,15,16,17,18,19,20
S-ASM inh,0%,4%,4%,4%,4%,2%,0%,6%,1%,-18%
Mito fusion yeast,3%,-5%,1%,11%,-2%,4%,3%,1%,4%,8%
TSHR antag,-3,1,3,-2,-1,-5,20,-11,-17,-8
Eya2 inh,0%,16%,-8%,-11%,-5%,1%,1%,1%,6%,13%
TCR act,-2%,-5%,10%[46.1 µM],10%,4%,1%,-18%,-8%,7%,0%
ELG1 repair inh,8%,13%,2%,-14%,-1%,?,13%,-4%,4%,-4%
Integrin act MD,-8%,0%,9%,1%,2%,3%,-11%,17%,16%,-4%
TSG101-PTAP inh,-1%,-2%,-3%,-3%,-2%,0%,1%,-8%,-4%,1%
A-T KAP1 phos,15%,2%,0%,-1%,2%,-1%,5%,0%,-5%,-1%
Chronic BCR inh,?,2%,-8%,7%,?,6%,-1%,-6%,-17%,?
Tb PFK block,1%,3%,-8%,-2%,1%,-2%,-2%,1%,0%,2%

21: Cc1ccc(C)c(NC(=S)N2CCC(NC(=O)c3ccco3)CC2)c1
22: O=C(NCc1ccc2c(c1)OCO2)c1cccc(F)c1
23: O=C(OCn1nnc2ccccc2c1=O)c1ccc(S(=O)(=O)N2CCOCC2)cc1
24: COc1cccc(NC(=O)CCC(=O)N2CC(C)Oc3ccc(C)cc32)c1 (stereo not drawn)
25: CC(=O)Nc1nc(-c2ccc3c(c2)CCN3C(=O)C2CC2)c(C)s1
26: C=CCn1c(SCC(=O)NCc2ccco2)nc2ccccc2c1=O
27: CCC(COC(=O)c1ccccc1)Oc1cc(NCc2ccccc2)c2ncn(C(C)C)c2c1 (stereo not drawn)
28: Cn1ccc(=Nc2ccc(NC(=O)c3ccc(N=c4ccn(C)c5ccc([N+](=O)[O-])cc45)cc3)cc2)cc1
29: CC(CN1CCOCC1)OC(=O)c1ccc(Cl)cc1Cl (stereo not drawn)
30: CCCNC(=O)c1nc2ncc(Br)cn2n1

Screen / compound no.,21,22,23,24,25,26,27,28,29,30
S-ASM inh,-3%,3%,-2%,1%,0%,-3%,?,-25%,2%,2%
Mito fusion yeast,10%,4%,2%,3%,1%,-9%,.,6%,-2%,-1%
TSHR antag,-8,-1,-2,-10,-2,3,13,38,10,15
Eya2 inh,10%,-8%,-9%,-26%,-6%,-5%,-9%,-23%,6%,-8%
TCR act,1%,6%,-6%,4%,-1%,1%,6%,-6%,.,.
ELG1 repair inh,-11%,0%,11%,-6%,?,-5%,?,?,13%,7%
Integrin act MD,8%,-15%,2%,-11%,?,5%,-44%,-27%,?,-2%
TSG101-PTAP inh,-3%,-2%,-5%,-2%,-4%,-8%,-4%,-1%,-10%,-6%
A-T KAP1 phos,2%,1%,.,7%,2%,0%,-12%,5%,20%,13%
Chronic BCR inh,-1%,-4%,-2%,?,-9%,?,?,7%,4%,3%
Tb PFK block,2%,-3%,1%,1%,1%,-3%,0%,?,0%,1%

Another view of part of the listing above.
(29) CC(CN1CCOCC1)OC(=O)c1ccc(Cl)cc1Cl (stereo not drawn)
  S-ASM inh: 2%
  Mito fusion yeast: -2%
  TSHR antag: 10
  Eya2 inh: 6%
  TCR act: .
  ELG1 repair inh: 13%
  Integrin act MD: ?
  TSG101-PTAP inh: -10%
  A-T KAP1 phos: 20%
  Chronic BCR inh: 4%
  Tb PFK block: 0%

(24) COc1cccc(NC(=O)CCC(=O)N2CC(C)Oc3ccc(C)cc32)c1 (stereo not drawn)
  S-ASM inh: 1%
  Mito fusion yeast: 3%
  TSHR antag: -10
  Eya2 inh: -26%
  TCR act: 4%
  ELG1 repair inh: -6%
  Integrin act MD: -11%
  TSG101-PTAP inh: -2%
  A-T KAP1 phos: 7%
  Chronic BCR inh: ?
  Tb PFK block: 1%

New compounds follow:
31: CCOC(=O)c1cccc(NC(=O)Cn2nc(C)n3cccc3c2=O)c1
32: COC(=O)C1C(c2ccccc2)C(C(=O)N2CCN(C)CC2)C1c1ccccc1 (stereo not drawn)
33: O=C(O)c1cccc(C(=O)Nc2cccc(NC(=O)C3CCCO3)c2)c1 (stereo not drawn)
34: Fc1cccc(CN2CCSCC2)c1
35: Cc1c(NC(=O)C(C)OC(=O)COc2ccccc2)c(=O)n(-c2ccccc2)n1C (stereo not drawn)
36: O=C1c2ccccc2C(=O)N1n1c(=O)[nH]c2ccccc2c1=O

Screen / compound no.,31,32,33,34,35,36
S-ASM inh,1%,5%,-1%,-1%,-1%,0%
Mito fusion yeast,32%,0%,-5%,-2%,7%,-4%
TSHR antag,7,-7,-2,-8,-1,.
Eya2 inh,-5%,4%,-7%,-1%,6%,.
TCR act,-3%,0%,-2%,0%,11%,13%
ELG1 repair inh,9%,-14%,?,-2%,1%,.
Integrin act MD,42%,8%,?,50%,14%,-1%
TSG101-PTAP inh,-1%,2%,2%,1%,-2%,-4%
A-T KAP1 phos,2%,1%,-6%,-1%,1%,.
Chronic BCR inh,4%,2%,?,1%,4%,.
Tb PFK block,6%,3%,16%,0%,-3%,.

Along the list, quoted from above.
Integrin act MD for entries 31 to 36, in order: 42%, 8%, ?, 50%, 14%, -1%
